Screens (PubChem)
MmCpn inh = blocks the Methanococcus maripaludis chaperonin Mm-Cpn; purified Mm-Cpn ATPase, ADP Transcreener TR-FRET; Potency, µM (top dose mostly 76.9 µM), without a hit: at the highest dose activity, negative = inhibition, actives largely listed as inhibitors; 0.031% of 330,000 active; AID 504842; also: potency is read from the fitted curve at half-maximal effect; % is scaled to controls: 0 for no effect and ±100 for the full control effect; nearly all actives have a fitted effect of over 80% in size
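Reaction buffer contained 30 mM Tris pH 7.4, 100 mM KCl, 5 mM MgCl2 and 1 mM DTT. Mm-CPN (25 nM final) hydrolysed 10 uM ATP over 30 min at 37°C; ADP was read by HTRF.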
WRN inhibitor = blocks human WRN helicase | 0.46% of 360,000 active | Potency, µM (doses to about 114 µM), for inactives: at the highest dose activity change, negative = inhibition, hits mostly inhibitors | WRN helicase unwinding, fluorescent forked duplex, kinetic; also: potency is read from the fitted curve at half-maximal effect; % is scaled to controls: 0 for no effect and ±100 for the full control effect; nearly all actives have a fitted effect of over 55% in size
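Fluorescence dequenching readout, ex 525 nm/em 598 nm, kinetic mode: forked duplex DNA (100 nM final) with adjacent fluorophore and quencher unwound by WRN (20 nM final) with 2 mM ATP. Compound preincubation 15 min, room temperature.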
EPAC1 agonist = activates human EPAC1 exchange factor; EPAC1 agonist qHTS, biochemical assay; response scale: 100% = response to 6.5 mM cAMP; O95398; 0.073% of 360,000 active; Potency, µM (titrated, usually from 154 µM), inactives show at the highest dose activation, actives largely listed as activators; also: potency is read from the fitted curve at half-maximal effect; nearly all actives have a fitted effect of over 60% in size
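Fluorescent GDP-exchange assay: 100 nM EPAC1 with 250 nM Rap1B preloaded with BODIPY-GDP and 50 uM GDP; compounds tested as concentration series, 5 min at room temperature, then read every 5 min for 30 min (ex 480/em 540 nm); normalized to 6.5 mM cAMP.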
PLK1 PBD block = blocks phosphopeptide binding to human PLK1 polo-box domain. Plk1 PBD binding of FITC phosphopeptide, fluorescence polarization. Potency, µM, without a hit: max response, negative = inhibition, most hits filed as inhibitors. P53350. 2.8% of 360,000 active; also: potency is read from the fitted curve at half-maximal effect; series mostly up to about 57 µM; % is scaled to controls: 0 for no effect and ±100 for the full control effect; nearly all actives have a fitted effect of over 65% in size
PI5P4Ka inh = inhibitors of human PI5P4K alpha. P48426. PI5P4Kalpha enzyme, ADP-Glo luminescence, 60 min; stronger effect = lower value. 1.2% of 330,000 active. AID 652105. max response, %; active = max response of -50% or lower; inconclusive = between -30% and -50%; inactive = -30% or higher; also: value at the top dose of about 77 µM; % is scaled to controls: 0 for no effect and ±100 for the full control effect
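PI5P4Kalpha ADP-Glo assay; 5 microM ATP final; 60 min RT reaction; HEPES pH 7.4/EGTA/CHAPS, 5% DMSO; controls lacking substrate or enzyme; luminescent end-point.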
EPAC1 antag = antagonists of human EPAC1; AID 720709; EPAC1 GEF assay, Rap1b-BODIPY-GDP exchange fluorescence; 0.14% of 360,000 active; O95398; Potency, µM (doses to about 115 µM), for inactives: top-dose activity change, negative = inhibition, most hits filed as inhibitors;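 also: potency is read from the fitted curve at half-maximal effect; plate controls were vehicle for no effect and positive control for full effect; nearly all actives have a fitted effect of over 50% in size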
CCT modulator = cytosolic chaperonin activity modulation; purified chaperonin ATPase assay, HTRF ADP detection, 30 min; activity change, % (no concentration beside the values), hits read low; 0.3% of 360,000 active; AID 651819; in the data active = activity change below about -30%; also: % is scaled to controls: 0 for no effect and ±100 for the full control effect
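TRiC (40 or 20 nM final, by batch activity) in 30 mM Tris pH 7.4, 100 mM KCl, 5 mM MgCl2, 1 mM DTT was treated with compound at 76 uM single dose, then 10 uM ATP, 30 min at 37 °C. ADP was read by HTRF Transcreener.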
EPAC2 antag = EPAC2 (human) antagonism; EPAC2 GEF exchange of Rap1B-BODIPY-GDP, fluorescence; Potency, µM (series often up to 114 µM), without a hit: top-dose activity, negative = inhibition, most hits filed as inhibitors; Q8WZA2; 0.18% of 360,000 active; AID 720708; also: potency is read from the fitted curve at half-maximal effect; % is scaled to controls: 0 for no effect and ±100 for the full control effect; nearly all actives have a fitted effect of over 45% in size; many of its hits are not listed in these tables
Target sequence (Q8WZA2 whole entry, looked up): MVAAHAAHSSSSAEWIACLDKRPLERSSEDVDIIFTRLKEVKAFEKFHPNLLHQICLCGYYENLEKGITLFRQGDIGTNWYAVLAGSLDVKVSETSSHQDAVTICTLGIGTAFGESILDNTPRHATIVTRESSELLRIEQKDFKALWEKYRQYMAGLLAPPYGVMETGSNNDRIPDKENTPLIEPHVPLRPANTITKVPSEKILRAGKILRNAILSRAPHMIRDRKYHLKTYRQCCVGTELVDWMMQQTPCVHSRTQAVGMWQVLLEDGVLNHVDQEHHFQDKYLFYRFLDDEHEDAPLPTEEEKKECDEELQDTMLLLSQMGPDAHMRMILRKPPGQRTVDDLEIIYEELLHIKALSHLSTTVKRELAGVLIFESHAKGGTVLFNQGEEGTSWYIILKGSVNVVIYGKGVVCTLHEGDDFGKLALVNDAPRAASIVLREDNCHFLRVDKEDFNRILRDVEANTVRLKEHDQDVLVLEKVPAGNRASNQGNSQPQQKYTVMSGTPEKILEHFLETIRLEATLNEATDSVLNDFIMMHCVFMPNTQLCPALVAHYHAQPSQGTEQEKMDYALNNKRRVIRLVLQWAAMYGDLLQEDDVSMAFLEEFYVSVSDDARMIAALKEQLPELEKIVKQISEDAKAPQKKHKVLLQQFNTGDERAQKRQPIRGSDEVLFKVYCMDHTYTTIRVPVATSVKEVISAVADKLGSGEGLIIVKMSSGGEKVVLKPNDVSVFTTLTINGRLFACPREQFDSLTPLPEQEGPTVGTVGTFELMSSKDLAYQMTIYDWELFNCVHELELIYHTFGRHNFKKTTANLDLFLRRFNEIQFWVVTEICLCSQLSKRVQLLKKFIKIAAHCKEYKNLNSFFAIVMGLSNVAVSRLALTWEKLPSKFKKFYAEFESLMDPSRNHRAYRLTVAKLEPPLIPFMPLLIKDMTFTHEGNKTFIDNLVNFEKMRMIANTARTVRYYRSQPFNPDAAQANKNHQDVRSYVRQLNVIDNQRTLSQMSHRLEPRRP
* marks the source's active call; other numbers are inactive results; ? = inconclusive; . = no result given; [ ] = remark or other dose. Unless noted, calls follow the shape of the dose curve; as a rule, active = well fitted curve in the direction sought with a large enough effect; inconclusive = small, poorly fitted or top-dose-only effect, or another doubt; inactive = no such curve, though single readings can be large; an effect the other way counts as inactive or inconclusive.

entry | SMILES | MmCpn inh | WRN inhibitor | EPAC1 agonist | PLK1 PBD block | PI5P4Ka inh | EPAC1 antag | CCT modulator | EPAC2 antag
1 | O=C(COC(=O)/C=C/c1cccc(C(F)(F)F)c1)NC(=O)NC1CCCC1 | -5% | -18% | ? | -8% | 9 | 6% | 1.4 | -2%
2 | Cc1cc(N2CCN(C)CC2)nc(-c2ccccc2O)n1 | 0% | -8% | 4% | -8% | 0 | -6% | -1.9 | 3%
3 | O=c1c(Br)c(Br)cnn1-c1ccccc1 | ? | -14% | 4% | -18% | -1 | -25% | -2.1 | -11%
4 | Cc1cc(C)c(NC(=O)CN2C(=O)NC3(CCOc4ccccc43)C2=O)c(C)c1 (stereo not given) | -1% | 0% | 5% | 2% | -3 | 5% | -0.2 | 0%
5 | CCn1nnc2cc(C(=O)N(CCOC)CC(=O)Nc3cccc(C)c3C)ccc21 | 1% | 9% | -5% | 0% | -3 | 14% | -0.4 | 4%
6 | Cc1ccc(S(=O)(=O)N2CCN(C(=O)CN3CCN(c4ccc(O)cc4)CC3)CC2)cc1 | . | 2% | 14% | -7% | -5 | -9% | -3.7 | 1%
7 | COc1cc(F)ccc1-c1cc(C(=O)NCc2cccs2)[nH]n1 | . | -7% | 0% | -5% | 0 | -14% | 1.4 | -18%
8 | c1ccc(CN2CCN(CCOCCOc3ccc4c(c3)CCC4)CC2)cc1 | 4% | ? | -8% | 8% | 2 | 16% | -2.5 | 1%
9 | CCOC(=O)c1cc(-c2ccccc2)nn1CC1CC(c2ccc(Cl)cc2)=NO1 (stereo not given) | . | -1% | 7% | -2% | 1 | -21% | 1.0 | -4%
10 | COc1ccc(C(=O)NC2CCCc3c2cnn3-c2cccc(C)c2C)c(OC)n1 (stereo not given) | 2% | -34% | 6% | 4% | 8 | -3% | -1.1 | -8%
11 | Cc1ccc(N2C(=O)c3ccccc3C(C)(C)C2=O)cc1 | 1% | 4% | -2% | -2% | 2 | -9% | -0.9 | 10%
12 | Fc1cccc(F)c1-n1c(CN2CCCC2)csc1=S | 3% | 0% | 4% | -16% | -4 | -6% | -3.1 | -12%
13 | CCC(C)(C)NC(=O)C(c1ccncc1)N(Cc1ccc(C)cc1)C(=O)c1csnn1 (stereo not given) | -1% | -1% | 5% | -12% | 5 | -17% | -0.7 | -12%
14 | CC(C#N)OC(=O)c1cccnc1SCC(=O)Nc1ccc2c(c1)OCO2 (stereo not given) | 0% | -4% | 9% | -5% | -4 | -19% | -0.6 | -3%
15 | O=[N+]([O-])c1cccc(/C=N/Nc2ccccn2)c1 | 0% | 0% | 6% | -7% | -2 | 2% | -3.0 | 4%

Overlap with the part before: 2 entries, followed by the next part.
entry | SMILES | MmCpn inh | WRN inhibitor | EPAC1 agonist | PLK1 PBD block | PI5P4Ka inh | EPAC1 antag | CCT modulator | EPAC2 antag
14 | CC(C#N)OC(=O)c1cccnc1SCC(=O)Nc1ccc2c(c1)OCO2 (stereo not given) | 0% | -4% | 9% | -5% | -4 | -19% | -0.6 | -3%
15 | O=[N+]([O-])c1cccc(/C=N/Nc2ccccn2)c1 | 0% | 0% | 6% | -7% | -2 | 2% | -3.0 | 4%
16 | CN(C(=O)Nc1ccccc1)C1CCS(=O)(=O)C1 (stereo not given) | 1% | -3% | 1% | 0% | 3 | -3% | -1.3 | 8%
17 | CCOc1cc(/C=N/NC(=O)COc2ccc(Cl)cc2)ccc1OS(=O)(=O)c1ccccc1 | 2% | -12% | 9% | -5% | 12 | -15% | 0.3 | -2%
18 | COc1ccc(Nc2ccc(OC)cc2)cc1 | -3% | -9% | 11% | -12% | 0 | 12% | 0.1 | -16%
19 | COCCNC(=O)C(c1ccc(O)cc1)N(Cc1ccco1)C(=O)CCC(=O)Nc1ccccn1 (stereo not given) | -4% | 9% | -4% | -6% | -9 | -7% | -0.5 | 3%
20 | CCOc1ccc(CN(C)CC(O)COC(c2ccc(OC)cc2)c2ccc(OC)cc2)cc1 (stereo not given) | -1% | -10%[57.1 µM] | 3% | -8% | 4 | -11% | -2.8 | -15%
21 | CCNC(=S)NC(=NCc1cccnc1)Nc1nc(C)cc(C)n1 | 0% | 6% | -9% | 3% | -1 | 3% | -2.6 | 7%
22 | O=C1CCCN1CC(CN1CCOCC1)Sc1nc2ccccc2c(=O)n1-c1ccccc1 (stereo not given) | 1% | -2% | 0% | -1% | 13 | -11% | 0.4 | -3%
23 | CCOC1=C/C(=C/c2c(N)n3nc(S(=O)(=O)CC)sc3nc2=O)C=CC1=O | 2% | -12% | -2% | 62%[activator] | -56* | -13% | -1.2 | -3%
24 | CCCCCCCCc1nnc(N)s1 | 1% | -4% | -5% | -1% | 1 | -6% | -1.0 | -9%
25 | COCC1CCCN(C(=O)c2ccc3oc(CCCc4ccccc4)nc3c2)C1 (stereo not given) | -1% | 7% | -5% | -7% | 6 | -27% | -1.1 | -4%
26 | Cc1ccccc1NS(=O)(=O)c1ccc(C(=O)N(C)CC(=O)Nc2ccccc2Br)cc1 | 0% | 1% | 3% | -13% | 4 | -3% | -4.5 | -4%
27 | CCOC(=O)c1cccc(NC(=O)CCS(=O)(=O)c2ccc(Br)s2)c1 | -7% | -7% | -9% | 2% | 2 | 4% | -1.1 | 3%
28 | CCN=c1scc(C)n1/N=C/c1cc(Br)c(O)c(Br)c1 | 0% | -5%[11.6 µM] | -5% | ? | ? | ? | 0.8 | -14%
29 | O=C(c1ccc(Cl)cc1)n1cnc2ccccc21 | 0% | 6% | -5% | -23% | 0 | -2% | -0.8 | -6%
30 | N=c1oc2ccc3ccccc3c2cc1C(N)=S | -1% | 0% | -5% | 24µM* | -60* | -18% | 0.8 | -4%

Sorted by number of heavy atoms (highest first): some entries from above.
entry | SMILES | MmCpn inh | WRN inhibitor | EPAC1 agonist | PLK1 PBD block | PI5P4Ka inh | EPAC1 antag | CCT modulator | EPAC2 antag
19 | COCCNC(=O)C(c1ccc(O)cc1)N(Cc1ccco1)C(=O)CCC(=O)Nc1ccccn1 (stereo not given) | -4% | 9% | -4% | -6% | -9 | -7% | -0.5 | 3%
20 | CCOc1ccc(CN(C)CC(O)COC(c2ccc(OC)cc2)c2ccc(OC)cc2)cc1 (stereo not given) | -1% | -10%[57.1 µM] | 3% | -8% | 4 | -11% | -2.8 | -15%
17 | CCOc1cc(/C=N/NC(=O)COc2ccc(Cl)cc2)ccc1OS(=O)(=O)c1ccccc1 | 2% | -12% | 9% | -5% | 12 | -15% | 0.3 | -2%
26 | Cc1ccccc1NS(=O)(=O)c1ccc(C(=O)N(C)CC(=O)Nc2ccccc2Br)cc1 | 0% | 1% | 3% | -13% | 4 | -3% | -4.5 | -4%
25 | COCC1CCCN(C(=O)c2ccc3oc(CCCc4ccccc4)nc3c2)C1 (stereo not given) | -1% | 7% | -5% | -7% | 6 | -27% | -1.1 | -4%
14 | CC(C#N)OC(=O)c1cccnc1SCC(=O)Nc1ccc2c(c1)OCO2 (stereo not given) | 0% | -4% | 9% | -5% | -4 | -19% | -0.6 | -3%
27 | CCOC(=O)c1cccc(NC(=O)CCS(=O)(=O)c2ccc(Br)s2)c1 | -7% | -7% | -9% | 2% | 2 | 4% | -1.1 | 3%
21 | CCNC(=S)NC(=NCc1cccnc1)Nc1nc(C)cc(C)n1 | 0% | 6% | -9% | 3% | -1 | 3% | -2.6 | 7%
28 | CCN=c1scc(C)n1/N=C/c1cc(Br)c(O)c(Br)c1 | 0% | -5%[11.6 µM] | -5% | ? | ? | ? | 0.8 | -14%
15 | O=[N+]([O-])c1cccc(/C=N/Nc2ccccn2)c1 | 0% | 0% | 6% | -7% | -2 | 2% | -3.0 | 4%
18 | COc1ccc(Nc2ccc(OC)cc2)cc1 | -3% | -9% | 11% | -12% | 0 | 12% | 0.1 | -16%
24 | CCCCCCCCc1nnc(N)s1 | 1% | -4% | -5% | -1% | 1 | -6% | -1.0 | -9%

Further records follow.
entry | SMILES | MmCpn inh | WRN inhibitor | EPAC1 agonist | PLK1 PBD block | PI5P4Ka inh | EPAC1 antag | CCT modulator | EPAC2 antag
31 | CN(CC(=O)Nc1ccc(Cl)c(Cl)c1)C(=O)c1cccc2cccnc12 | -2% | -2% | 1% | -2% | 2 | -30% | -4.1 | 4%
32 | COc1cc2nc(C3CCC3)nc(N3CCN(c4ccccc4OC)CC3)c2cc1OC | -2% | -5% | -2% | -1% | 1 | -4% | -1.0 | 0%
33 | O=C(NCCCn1ccnc1)C1CCCN(S(=O)(=O)c2ccc(F)cc2)C1 (stereo not given) | 0% | -5% | 2% | 1% | 13 | -9% | 0.1 | -12%
34 | Cn1c(=O)c2c(nc(CN3CCOCC3)n2CCc2ccccc2)n(C)c1=O | 2% | 4% | 3% | -1% | . | 5% | -2.5 | 10%
35 | O=C(Nc1nnc(CCc2ccccc2)s1)c1cccc(F)c1 | -4% | 7% | 1% | -15% | 0 | -30% | -1.5 | 2%
36 | NS(=O)(=O)c1cccc(NC(=O)c2cc(=O)c3ccccc3o2)c1 | 1% | 6% | -1% | -1% | 0 | -10% | -0.2 | -2%
37 | O=c1c2ccccc2nc(-c2ccccc2)n1CCCn1ccnc1 | 0% | 11% | -5% | -6% | 1 | 11% | -4.9 | 2%
38 | CC1CCN(Cc2nnc(-c3cccc(Br)c3)o2)CC1 | -2% | -4% | -8% | -1% | 0 | -1% | 1.9 | 4%
39 | Cc1ccccc1OCC(=O)Nc1nc(-c2ccncc2)cs1 | -4% | -9% | 2% | -7% | -11 | -8% | -2.1 | 7%
40 | CCOc1ccccc1NC(=O)C1CCCCN1S(=O)(=O)c1ccc(F)cc1 (stereo not given) | 1% | -14% | 14% | -8% | . | 3% | -1.9 | -2%
41 | O=C(Cc1csc(N2CCOCC2)n1)N/N=C/c1ccc(F)cc1 | 0% | 1% | 6% | -8% | . | 1% | -0.7 | -7%
42 | CCOP(=O)(c1ccccc1)C(O)c1ccc([N+](=O)[O-])cc1 (stereo not given) | -8% | -2% | 8% | 6% | 0 | -29% | 3.3 | -1%
43 | CCCCc1c(O)nc(SCC(=O)N2CCCCC2)[nH]c1=O | 1% | -5% | -8% | -3% | -2 | ? | -2.1 | -8%
44 | CCN(CCNS(=O)(=O)c1ccc2[nH]c(=O)sc2c1)c1ccccc1 | 1% | -1% | -16% | -6% | -1 | -1% | -1.0 | -20%
45 | CCn1c(COc2ccc(Cl)cc2)nnc1SC1CCc2ccccc2C1=O (stereo not given) | 1% | -8% | 11% | -15% | 2 | -9% | -0.7 | -10%

These rows are one share of the data; count on the stated rates, not on these rows.
